# Screens (PubChem BioAssay)
# SUMO1-SIM PPI: alters human SUMO1 binding to SIM partners; inhibition, % at 20 µM; 360,000 tested, 0.33% active; P63165; SUMO1 binding to a labelled peptide, TR-FRET, 1 h; in the data active = inhibition above about 37%
# NadD inh: NadD (S. aureus) enzyme inhibition; purified NadD enzyme, colorimetric absorbance read-out; inhibition, % at 20 µM; 360,000 tested, 0.78% active; AID 602399; in the data active = inhibition above about 26%; note: some compounds past the cut are filed as inactive
# MLLE-PAM2 inh: inhibitors of microRNA-mediated deadenylation, human PABP1 MLLE binding | P11940 | GST-MLLE / FITC-PAM2 fluorescence polarization | inhibition, % at 20 µM | 360,000 tested, 0.36% active; in the data active = inhibition above about 35%, passing the limit was not always enough;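 note: plate controls were DMSO wells with GST-MLLE for no effect and wells lacking GST-MLLE protein for full effect; some results filed as inactive read as strong as hits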
# Rpn11 block: Rpn11 (human) deubiquitinase inhibition; human 26S proteasome, Ub4-pepOG fluorescence polarization; 20S core pre-blocked with epoxomicin; calls only at 20 µM; 360,000 tested, 0.59% active; AID 588493; O00487;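 active = inhibition at 20 µM, scaled to each plate's controls, above about 33%, limit read from the data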
# Target sequence (O00487 whole entry, looked up): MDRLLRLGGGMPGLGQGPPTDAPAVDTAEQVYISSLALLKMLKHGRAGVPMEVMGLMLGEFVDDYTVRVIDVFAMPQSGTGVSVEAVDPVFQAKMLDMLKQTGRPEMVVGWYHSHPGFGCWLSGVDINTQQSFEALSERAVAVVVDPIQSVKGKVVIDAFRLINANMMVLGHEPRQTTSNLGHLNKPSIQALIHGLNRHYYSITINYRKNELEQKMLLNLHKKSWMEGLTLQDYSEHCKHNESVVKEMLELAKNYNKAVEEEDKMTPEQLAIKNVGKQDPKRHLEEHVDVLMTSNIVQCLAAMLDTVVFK
# Scp1 inh: blocks human Scp-1 phosphatase activity. Recombinant Scp1, phosphopeptide, malachite green phosphate absorbance. inhibition, % at 20 µM. 340,000 tested, 0.88% active. AID 493091;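 active = inhibition above about 50% at 20 µM, limit read from the data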;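 note: plate controls were DMSO wells with enzyme for no effect and wells lacking enzyme for full effect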
#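 System: truncated SCP-1 phosphatase (76-261aa); medium: Tris acetate buffer pH 5.5 with MgCl2 and Tween-20; incubation: 45 min room-temperature reaction, 5 min colour, 30 min stabiliser; compound: single 20 µM dose, 1% DMSO; reagent: Phosphorylated 17-residue peptide substrate; read-out: % inhibition at 20 µM; technique: colorimetric free-phosphate detection, absorbance 630 nm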
# STEP inh: STEP (human) phosphatase inhibition | AID 588621 | 360,000 tested, 0.25% active | recombinant STEP, OMFP fluorogenic substrate, fluorescence | inhibition, % at 20 µM;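 active = inhibition at 20 µM, scaled per plate between control wells, above about 37%, limit read from the data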;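 note: 0% = DMSO with enzyme and substrate and 100% = substrate only without enzyme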
# Target sequence (P54829 whole entry, looked up): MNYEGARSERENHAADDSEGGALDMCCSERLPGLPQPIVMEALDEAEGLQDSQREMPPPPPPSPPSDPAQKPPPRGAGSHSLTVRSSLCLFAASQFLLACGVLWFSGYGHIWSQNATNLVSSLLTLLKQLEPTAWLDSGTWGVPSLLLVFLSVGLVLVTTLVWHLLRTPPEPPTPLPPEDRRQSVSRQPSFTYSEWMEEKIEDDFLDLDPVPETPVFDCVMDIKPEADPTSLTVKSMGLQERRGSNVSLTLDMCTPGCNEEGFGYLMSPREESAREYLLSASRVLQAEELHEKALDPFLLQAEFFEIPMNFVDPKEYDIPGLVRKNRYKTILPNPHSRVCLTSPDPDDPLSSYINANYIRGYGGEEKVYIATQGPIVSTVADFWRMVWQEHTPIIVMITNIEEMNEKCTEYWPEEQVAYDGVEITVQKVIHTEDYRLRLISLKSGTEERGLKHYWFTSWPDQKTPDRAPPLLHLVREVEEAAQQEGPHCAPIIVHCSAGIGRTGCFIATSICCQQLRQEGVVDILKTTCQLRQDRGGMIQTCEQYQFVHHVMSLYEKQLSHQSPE
#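 System: isolated STEP enzyme; schedule: 20 min enzyme reaction at room temperature, protected from light; medium: Bis-Tris buffer pH 6.0, 2.5 mM DTT, 0.005% Tween 20; signal: fluorescence, 480/540 nm; dosing: single compound dose of 20 µM, 1% DMSO final; also added: OMFP substrate, 25 µM final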
# TbMetRS inhib: blocks T. brucei methionyl-tRNA synthetase activity; purified T. brucei MetRS, ATP depletion, Kinase-Glo luminescence; inhibition, % at 11.9 µM; 360,000 tested, 0.4% active; AID 624268;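 active = inhibition above a per-plate cutoff of the control wells' mean inhibition plus 3 SD, cut at about 5.5% in these data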;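 note: 0% = DMSO wells median and 100% = median of wells with control inhibitor compound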
#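 Assay system: T. brucei methionyl-tRNA synthetase, purified | Medium: HEPES buffer with MgCl2, KCl, DTT, spermine, BSA, pyrophosphatase | Compound: 11.9 µM single point | Incubation: 15 min enzyme-compound preincubation, 2 h reaction, 10 min detection, 25 °C | Measured by: Kinase-Glo luciferase luminescence reporting remaining unconsumed ATP | Measure: % inhibition normalized to control-well medians | Replication: Singlicate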
# CSN deneddyl inh: blocks human CSN-mediated cullin deneddylation; inhibition, % at 12.5 µM; Purified CSN, SCF-Nedd8-OG deneddylation, fluorescence polarization; 360,000 tested, 0.38% active; AID 651999; Q92905;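 active = pattern-corrected inhibition above about 35%, with an unprinted fluorescence ratio check between 0.5 and 1.5, limit read from the data, passing the limit was not always enough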;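 note: 0% = enzyme with substrate and 100% = substrate without enzyme; some results filed as inactive read as strong as hits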
#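 Assay system: Purified human Csn5 enzyme expressed in HEK293T cells | Amount: Enzyme 0.24 nM | Measured by: Fluorescence polarization readout | Medium: Tris/NaCl/DTT buffer, pH 7.5 | Compound dosing: One concentration, 12.5 µM, 0.25% DMSO | Times: 90 min incubation of compound, enzyme and substrate at room temperature | Control set: no-enzyme wells high, enzyme-with-substrate wells low | Read-out: % inhibition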
# LMPTP inh: LMPTP (human) inhibition. 360,000 tested, 0.22% active. P24666. inhibition, % at 20 µM. recombinant LMPTP-A, OMFP fluorogenic substrate, fluorescence intensity;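 active = compounds that cut the enzyme signal by at least half of the control window in the single-dose screen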;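 note: plate controls were DMSO wells with enzyme plus substrate for no effect and substrate without enzyme for full effect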
# Target sequence (P24666 whole entry, looked up): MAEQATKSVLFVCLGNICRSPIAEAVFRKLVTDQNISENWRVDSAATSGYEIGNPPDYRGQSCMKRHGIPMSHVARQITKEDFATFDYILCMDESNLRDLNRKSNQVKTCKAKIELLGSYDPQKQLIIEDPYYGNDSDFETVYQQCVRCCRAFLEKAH
#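 test system = LMPTP-A | amount = 0.625 nM LMPTP-A final | reagent = fluorogenic phosphatase substrate OMFP at 400 µM final | incubation = 50 min at room temperature | benchmarks = no-enzyme low control, uninhibited high control | medium = Bis-Tris pH 6.0, DTT, detergent | signal = fluorescence intensity of OMFP turnover product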
# DNMT1 block: blocks human DNA methyltransferase DNMT1; DNMT1 molecular beacon, Hinp1I cleavage, fluorescence; inhibition (reported as % activation of signal), % at 10 µM; 360,000 tested, 0.83% active; P26358; AID 588458; in the data active = inhibition above about 50%
# * marks the source's active call; other numbers are inactive results; i = inactive; · = not tested or not shown; + = active, no number.
item	Compound	SUMO1-SIM PPI	NadD inh	MLLE-PAM2 inh	Rpn11 block	Scp1 inh
1	Cc1cccc(C)c1-n1nnnc1C1(C)CCC(=O)N1CCCN1CCOCC1 (stereo not given)	6	7	·	·	·
2	CC(=O)c1ccc(S(=O)(=O)NCc2ccc(C(=O)NCC(c3ccccc3)N(C)C)cc2)cc1 (stereo not given)	-2	10	-3	i	2
3	CN(C)S(=O)(=O)n1cc(/C=C(\NC(=O)c2ccccc2Cl)C(=O)NCCCN2CCOCC2)c2ccccc21	-2	-8	-2	i	-3
4	O=C1C(=O)N(c2cccc(Cl)c2)C(c2ccccc2[N+](=O)[O-])/C1=C(\O)c1ccccc1 (stereo not given)	-11	6	5	i	-11
5	O=C1C[C@@H](c2ccc(O)cc2)Oc2cc(O)cc(O)c21	1	-1	-5	i	-4
6	CSc1nc(C)cc(Oc2ccc(=O)[nH]n2)n1	2	-1	7	i	-3
7	O=C(NCc1nc(-c2ccccc2)cs1)c1ccccc1	0	7	-5	i	-3
8	COc1ccc(NCc2nnc(SCC(=O)NNC(=O)c3ccc(C)cc3)n2C)cc1	4	-3	1	i	-1
9	CN(C)S(=O)(=O)c1cccc(NC(=O)COC(=O)c2cc(-c3cccc(Br)c3)nc3ccccc23)c1	-4	16	2	i	-7
10	Cc1cnc(C(=O)NNC(=O)c2ccc(Br)cc2)cn1	3	-2	12	i	-9
11	O=C(CSc1nc2c(cnn2-c2ccc(F)cc2)c(=O)[nH]1)N1CCOCC1	0	-5	-23	i	0
12	O=C(NCC1CCCCC1)c1ccc(Cl)c(S(=O)(=O)N2CCOCC2)c1	0	5	7	i	-4

item	STEP inh	TbMetRS inhib	CSN deneddyl inh	LMPTP inh	DNMT1 block
1	·	-0.2	2	-0.9	·
2	-1	-0.2	4	4.0	-10
3	0	-0.4	-2	-1.3	0
4	4	0.5	0	0.7	-4
5	-2	-0.1	-3	-0.1	-3
6	-3	-0.3	-19	1.9	2
7	-1	-0.6	-17	-0.3	-2
8	-2	-0.2	0	1.2	-1
9	-5	1.1	1	4.1	-18
10	1	0.1	1	-0.5	1
11	-1	-1.0	-2	-3.4	-1
12	-3	0.1	-2	-0.1	4

# Additional entries follow.
item	Compound	SUMO1-SIM PPI	NadD inh	MLLE-PAM2 inh	Rpn11 block	Scp1 inh
13	O=C(Cc1cccc2ccccc12)NN1C(=O)CSC1=S	11	-3	-67	i	-9
14	Cn1nc(CC(=O)Nc2ccc(N3CCN(C(=O)OC(C)(C)C)CC3)cc2)c2ccccc2c1=O	-1	-5	5	i	3
15	O=C(NC1CCCCC1)c1nc2c(nnn2Cc2ccccc2Cl)c(=O)[nH]1	-1	8	7	i	-2
16	Cc1oc(-c2ccc(Cl)cc2)nc1CN1CCC(C(=O)NCCCN2CCCC(C)C2)CC1 (stereo not given)	-4	0	-10	i	10
17	Cc1ccc(S(=O)(=O)N[C@H]2CCC[C@@H]2O)cc1	-6	·	·	·	·
18	CC(C)C1N(C(=O)N2CCOCC2)CCN1S(=O)(=O)c1ccccc1 (stereo not given)	-2	-1	-6	i	-1
19	COc1ccccc1-c1coc2c(CN3CCN(CCO)CC3)c(O)ccc2c1=O	-2	5	-10	i	-8
20	CC(C)c1ccc(S(=O)(=O)N2CCN(C(=O)c3ccc(N4CCCC4)c([N+](=O)[O-])c3)CC2)cc1	-16	3	16	i	-4
21	Cc1cc(C)cc(N(C(=O)CNC(=O)c2ccco2)C(C(=O)NC2CCCCC2)c2cccnc2)c1 (stereo not given)	-1	3	-2	i	0
22	Cc1nn(Cc2ccccc2Cl)c2sc(C(=O)NCc3ccc4c(c3)OCO4)cc12	-1	-4	-2	i	-18
23	CCOC(=O)c1cc2c(C)[nH]c(C)c2cc(C(=O)OCC)c1=O	-20	0	8	i	19
24	COc1ccc(CCN=C2SCC(=O)N2Cc2ccccc2)cc1OC	6	0	-14	i	3

item	STEP inh	TbMetRS inhib	CSN deneddyl inh	LMPTP inh	DNMT1 block
13	1	0.7	-4	-2.2	-9
14	3	-0.8	2	0.2	2
15	6	-0.7	0	-0.8	4
16	-2	-0.4	0	-1.5	-6
17	·	-0.6	1	-0.2	·
18	0	-0.5	1	-0.2	3
19	-2	0.7	4	-1.2	-3
20	3	-0.5	0	2.8	-4
21	1	-0.8	-4	-0.5	2
22	0	-0.6	2	3.0	-11
23	4	0.2	0	-0.3	-12
24	0	-0.9	-4	0.9	-1

# Following part:
item	Compound	SUMO1-SIM PPI	NadD inh	MLLE-PAM2 inh	Rpn11 block	Scp1 inh
25	COc1ccc(NC(=O)COC(=O)c2ccc(S(=O)(=O)N(C)c3ccccc3OC)cc2)cc1	1	1	2	i	-10
26	Cc1onc(-c2ccccc2)c1C(=O)NCc1ccccc1F	2	-5	-1	i	-6
27	Cc1cc(CNC(=O)c2cccc3c2C(=O)c2ccc(-c4ccc(F)cc4OCc4ccccc4)cc2S3(=O)=O)c(C(F)(F)F)o1	1	52*	10	i	11
28	CCOC(=O)c1c(NC(=O)CN2CCN(C)CC2)sc(C(=O)Nc2ccccc2)c1C	1	-2	18	i	-3
29	O=C(Nc1ccc(Oc2ccsc2C(=O)O)cc1)c1ccccc1	6	-7	-13	i	-14
30	CCN(CC(=O)Nc1cccc(OC)c1)CC(=O)Nc1ccc(Br)c(C)c1	0	0	0	i	2
31	CS(=O)(=O)N(Cc1nc(-c2ccc(F)cc2)no1)c1ccccc1Cl	-4	-5	-4	i	-12
32	CC(=O)Nc1ccc(SCc2c(C)noc2C)cc1	4	-4	31	i	2
33	O=C(Nc1ccccc1N1CCCCC1)c1ccc(OC(F)F)cc1	3	9	-1	i	-1
34	Cn1c(=O)n(C)c2cc(C(=O)O)ccc21	1	-5	1	i	0
35	COc1cccc(N2CC(=O)N(NC(=O)CSc3nc(C)cc(C)c3C#N)CC2=O)c1	4	0	-6	i	-2
36	CCC(Oc1ccccc1)C(=O)Nc1ccc(C)c(S(=O)(=O)N2CCOCC2)c1 (stereo not given)	4	-6	-3	i	-3

item	STEP inh	TbMetRS inhib	CSN deneddyl inh	LMPTP inh	DNMT1 block
25	0	-0.2	0	4.5	-7
26	-2	-0.7	4	0.3	-1
27	4	-0.1	5	1.8	4
28	7	-0.1	2	-5.3	0
29	-3	0.3	-2	-3.1	-2
30	-2	-0.4	3	3.5	-5
31	-1	-0.2	0	1.6	1
32	-5	0.1	3	1.4	4
33	4	-0.6	3	3.7	6
34	-9	0.5	3	-0.3	0
35	0	-0.9	0	-1.8	-1
36	0	-0.5	1	0.0	1

# (cont.)
item	Compound	SUMO1-SIM PPI	NadD inh	MLLE-PAM2 inh	Rpn11 block	Scp1 inh
37	COc1ccc(C2CCCN2C(=S)Nc2ccc(C)cc2C)cc1OC (stereo not given)	-6	6	-112	i	-5
38	C[C@@H]1CN([C@@H](C)CO)C(=O)c2cc(NS(C)(=O)=O)ccc2O[C@H]1CN(C)Cc1ccc(Oc2ccccc2)cc1	2	-4	-8	i	6
39	O=C(NNC(=O)c1cccs1)c1cccnc1	2	-4	-6	i	-4
40	Cn1c2c(c(=O)n(C)c1=O)C(c1ccc(Br)cc1)Nc1ccccc1O2 (stereo not given)	2	-4	-12	i	-1
41	Cc1ccc(C)c(NC(=O)CCn2cnnn2)c1	1	-4	-2	i	4
42	CCN(c1ccccc1)S(=O)(=O)c1ccc2c(c1)CCCN2C(C)=O	-4	8	-7	i	-8
43	Cc1nc(C)c(C(=O)N/N=C/c2cc(Br)ccc2O)s1	8	3	-29	+	-9
44	COc1cc(NC(=O)c2cc(OC)c(OC)c(OC)c2)c(OC)cc1NC(=O)CN1CCCCC1	3	2	-5	i	-2
45	[O-][n+]1c2cc(C(F)(F)F)ccc2c2n1CCN=C2c1ccc(Cl)cc1	-21	0	5	i	-8
46	CC(C)N(C(=O)Cn1cc(S(=O)(=O)CC(=O)NCCc2ccccc2)c2ccccc21)C(C)C	-2	3	4	i	·
47	O=C(CN1C(=O)c2ccccc2C1=O)NCC(=O)Nc1ccccc1	-15	-2	-6	i	-5
48	O=C(N/N=C/c1cn(-c2ccccc2)nc1-c1ccc2c(c1)OCCO2)c1ccncc1	2	0	-5	+	75*
49	Cn1c(C(=O)c2ccccc2)nc2ccccc21	-1	1	8	i	-10
50	C/C(CCc1ccccc1)=N\NC(=O)COc1ccccc1C	0	-2	6	i	-9

item	STEP inh	TbMetRS inhib	CSN deneddyl inh	LMPTP inh	DNMT1 block
37	0	0.1	3	-0.3	4
38	-4	-0.2	0	-0.4	-11
39	-1	-1.2	3	-0.1	6
40	6	-0.9	-5	-0.4	14
41	-3	-0.7	1	-1.6	0
42	0	0.3	-2	-0.7	-2
43	2	0.2	6	-0.6	0
44	0	-0.6	-5	-0.7	-4
45	3	-0.2	-1	-3.9	-9
46	1	0.4	6	0.6	-6
47	-1	0.1	1	-1.2	1
48	9	-0.3	7	31	2
49	0	-0.1	1	0.0	1
50	-4	-0.1	5	0.6	0

# Gathered by group, those above with an NH in an aromatic ring (4)
item	Compound	SUMO1-SIM PPI	NadD inh	MLLE-PAM2 inh	Rpn11 block	Scp1 inh
6	CSc1nc(C)cc(Oc2ccc(=O)[nH]n2)n1	2	-1	7	i	-3
11	O=C(CSc1nc2c(cnn2-c2ccc(F)cc2)c(=O)[nH]1)N1CCOCC1	0	-5	-23	i	0
15	O=C(NC1CCCCC1)c1nc2c(nnn2Cc2ccccc2Cl)c(=O)[nH]1	-1	8	7	i	-2
23	CCOC(=O)c1cc2c(C)[nH]c(C)c2cc(C(=O)OCC)c1=O	-20	0	8	i	19

item	STEP inh	TbMetRS inhib	CSN deneddyl inh	LMPTP inh	DNMT1 block
6	-3	-0.3	-19	1.9	2
11	-1	-1.0	-2	-3.4	-1
15	6	-0.7	0	-0.8	4
23	4	0.2	0	-0.3	-12

# Not a hit list; overall some 3.6% were active at least once.
